Screening data: PubChem, Johns Hopkins Ion Channel Center
KCNQ2 block: KCNQ2 potassium channel inhibitors, primary screen, cell-based, CHO-K1, FluxOR thallium flux, B-score (AID 2156); Potassium voltage-gated channel subfamily KQT member 2 (Rattus norvegicus), O88943; 20 min; stronger effect = lower value; B-score at 10 µM; 1.1% of 310,000 active;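 active = fluorescence ratio B-score at most minus 3 library SDs, with starting brightness B-score within 2 library SDs, cut at about -5.5 in these data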
Target sequence (O88943 whole entry, looked up): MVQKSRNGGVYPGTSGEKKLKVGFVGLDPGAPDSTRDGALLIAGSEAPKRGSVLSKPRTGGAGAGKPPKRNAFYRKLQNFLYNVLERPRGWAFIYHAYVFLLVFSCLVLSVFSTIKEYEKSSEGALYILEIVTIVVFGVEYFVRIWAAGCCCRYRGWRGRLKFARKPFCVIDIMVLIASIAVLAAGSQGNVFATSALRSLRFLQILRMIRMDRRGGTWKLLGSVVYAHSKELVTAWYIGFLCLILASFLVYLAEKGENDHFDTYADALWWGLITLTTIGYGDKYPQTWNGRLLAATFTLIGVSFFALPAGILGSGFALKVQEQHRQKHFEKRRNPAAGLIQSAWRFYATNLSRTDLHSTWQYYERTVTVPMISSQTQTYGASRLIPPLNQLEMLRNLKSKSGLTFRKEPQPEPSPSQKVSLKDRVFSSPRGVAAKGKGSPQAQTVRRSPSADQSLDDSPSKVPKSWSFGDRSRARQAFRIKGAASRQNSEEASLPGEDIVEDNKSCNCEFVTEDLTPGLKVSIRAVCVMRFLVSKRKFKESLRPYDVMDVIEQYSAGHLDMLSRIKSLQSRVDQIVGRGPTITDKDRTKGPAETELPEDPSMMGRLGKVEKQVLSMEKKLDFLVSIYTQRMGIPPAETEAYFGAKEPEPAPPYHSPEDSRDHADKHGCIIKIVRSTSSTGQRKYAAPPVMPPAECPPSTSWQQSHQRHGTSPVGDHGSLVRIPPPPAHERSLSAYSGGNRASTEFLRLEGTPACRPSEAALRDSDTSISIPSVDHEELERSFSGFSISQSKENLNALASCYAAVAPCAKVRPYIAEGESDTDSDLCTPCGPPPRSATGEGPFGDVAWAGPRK
Kir21 inh: inhibitors of mouse Kir2.1 inward-rectifier potassium channel. HEK293-Kir2.1, FluxOR thallium flux fluorescence; stronger effect = lower value. B-score at 10 µM. 0.85% of 310,000 active;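 active = fluorescence ratio B-score at or below minus 3 SD of library scores, with starting-brightness B-score within 2 SD, cut at about -4.2 in these data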;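 also: channel flux triggered by added potassium and thallium sulfate stimulus; B-score of peak minus minimum fluorescence over baseline after thallium stimulus; more negative B-score means stronger Kir2.1 block with less thallium influx; some compounds called inactive have numbers as strong as hits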
Starred values were filed as active, the others as inactive; i = inactive.

Values in the order: KCNQ2 block	Kir21 inh
- Cc1cccc(COCC(Cc2ccccc2)N2CCN(C(=O)c3ccc(Cl)c(Cl)c3)CCC2=O)c1 (stereo not given)
 : i	-0.02
- CN=C(Nc1ccc(C(=O)OC)s1)c1ccccc1
 : i	0.06
- COc1ccc2nc3oc(C(=O)N4CCN(c5cccc(C(F)(F)F)c5)CC4)cc3cc2c1
 : i	-1.6
- Cc1ccc(C(=O)NC2CCN(CC(=O)Nc3c(C)cc(C)cc3C)CC2)cc1
 : i	-2.2
- CS(=O)(=O)c1ccc2nc(NC(=O)CN3C(=O)C4CC=CCC4C3=O)sc2c1 (stereo not given)
 : i	0.12
- CC(C)(C)Nc1nc(Cl)nc(NCCN2CCOCC2)n1
 : i	-1.1
- O=C(COC(=O)c1cncc(Br)c1)NC1CCCCC1
 : i	-0.66
- Cc1cc(C)c(S(=O)(=O)NCC(c2cccnc2)N2CCN(Cc3ccccc3)CC2)c(C)c1 (stereo not given)
 : i	-0.06
- CC1(C)CN(c2ccsc2C(=O)O)C1=O
 : i	0.62
- CCOc1ccc(NC(=O)CN(C)C(=O)Cc2c(C)nc3ccccc3c2C)cc1OCC
 : i	-2.5
- CCONc1ncnc2nonc12
 : i	0.03
- NC(=S)N/N=C1\CC(n2nnnc2-c2ccccc2Cl)C2COC1O2 (stereo not given)
 : i	0.38
- COc1ccc(NC(=S)NC(=O)/C=C/c2ccco2)c(OC)c1
 : i	-0.65
- CS(=O)(=O)N(CC(=O)N1CCCC1)c1cccc(F)c1
 : i	-0.19
- O=c1c2cnn(-c3ccccc3)c2nnn1/N=C/c1cccnc1
 : i	-0.35
- CCc1ccc(N(CC(=O)Nc2nc3ccc(C)cc3s2)S(=O)(=O)c2c(C)noc2C)cc1
 : i	0.03
- COC(=O)C(C)(C)ONC(=O)Nc1ccc(Br)cc1
 : i	1.7
- CC(C)CC(C)c1cc(N)nc2nc3ccccc3n12 (stereo not given)
 : i	-1.1
- O=S(=O)(NCCN1CCOCC1)c1ccc(-c2ccc(S(=O)(=O)NCCN3CCOCC3)cc2)cc1
 : i	0.19
- Cc1cccc(C)c1NC(=O)c1cnn(-c2ccccc2)c1C
 : i	-0.51
- CCc1ccc(CNC(=O)CCCn2c(=O)c3cccn3c3cccnc32)cc1
 : i	0.03
- Cc1cc(/C=N/NC(=O)C(=O)NCc2ccccn2)c(C)n1-c1ccccc1
 : i	-0.11
- COc1ccccc1NC(=O)Cn1c(C)cc(=O)c2cccc(OC)c21
 : i	-0.61
- CCOCCN(C(=O)c1ccccc1Cl)c1cccc(C)c1C
 : i	-2
- Cc1ccc(S(=O)(=O)NCCCn2ccnc2)cc1C(=O)NC(C)C
 : i	-0.5
- CCc1cc2c(=O)c(-c3nc4ccccc4n3C)c(COCC(=O)O)oc2cc1OC(=O)C(C)(C)C
 : i	1
- CC(=O)Nc1ccc(NC(=O)Cn2c(=O)n(-c3ccccc3)c(=O)c3oc4ccccc4c32)cc1
 : i	2.8
- O=C(CCCN1C(=O)c2ccccc2C1=O)NCCc1ccc(OC(F)F)cc1
 : i	-2.4
- NC(=O)c1cc(S(=O)(=O)Nc2ccc(OC(F)(F)F)cc2)cs1
 : i	1.2
- CCOC(=O)Cc1nnn(CC(=O)OCC)n1
 : i	-0.06

4 entries from above, field by field:
O=c1c2cnn(-c3ccccc3)c2nnn1/N=C/c1cccnc1
  KCNQ2 block = i; Kir21 inh = -0.35

CCc1ccc(N(CC(=O)Nc2nc3ccc(C)cc3s2)S(=O)(=O)c2c(C)noc2C)cc1
  KCNQ2 block = i; Kir21 inh = 0.03

COC(=O)C(C)(C)ONC(=O)Nc1ccc(Br)cc1
  KCNQ2 block = i; Kir21 inh = 1.7

CC(C)CC(C)c1cc(N)nc2nc3ccccc3n12 (stereo not given)
  KCNQ2 block = i; Kir21 inh = -1.1

Remaining list, next part
Values in the order: KCNQ2 block	Kir21 inh
- CCCNC(=O)CN1C(=O)NC(c2ccccc2)(c2ccccc2)C1=O
 : i	0.12
- CCN(CC)c1nc2nonc2nc1N(CC)CC
 : i	-0.73
- Cc1cccc(OCC(O)CN2C(C)(C)CC(O)CC2(C)C)c1 (stereo not given)
 : i	-0.47
- COc1cccc(CNc2ccc(F)c([N+](=O)[O-])c2)c1O
 : i	0.14
- CCOc1cc(C2C3=C(CC(C)(C)CC3=O)Nc3n[nH]c(C)c32)ccc1O (stereo not given)
 : i	0.02
- CC(=O)c1c(N)n(C)c(=O)n(C)c1=O
 : i	0.05
- O=c1c(Cc2c(F)cccc2Cl)c(O)ccn1Cc1ccc2c(c1)OCO2
 : i	-0.42
- FC(F)(F)c1cccc(Cn2c3[n+](c4ccc(C(F)(F)F)cc42)CCCCC3)c1
 : i	0.71
- CCCC(=O)Nc1cccc(NC(=O)CN2CCN(c3ccccc3OC)CC2)c1
 : i	-0.15
- O=C(NC1CC2CCC(C1)N2C(=O)NCc1ccccc1)C1CC1 (stereo not given)
 : i	0.65
- CC(=O)c1ccc(N2CCN(S(=O)(=O)c3cn(C)c(C)n3)CC2)cc1
 : i	1.6
- CC(=O)c1ccc(N2CCN(S(=O)(=O)c3ccc4c(c3)NC(=O)CC(=O)N4)CC2)cc1
 : i	-0.09
- O=c1[nH]ncn1-c1ccccc1
 : i	0.16
- Cc1cc2cc(CN(Cc3cccs3)C(=S)NCC3CCCO3)c(=O)[nH]c2cc1C (stereo not given)
 : i	0
- Cc1nc(SCC(=O)Nn2c(-c3ccccc3)nc3ccccc3c2=O)n[nH]1
 : i	-0.02
- CN(Cc1ccccc1)c1oc(COc2ccccc2F)nc1C#N
 : i	-0.45
- CCOc1ccc(NC(=O)CN(C)CC(=O)NC(C)c2ccccc2)cc1OCC (stereo not given)
 : i	1.3
- CCOc1ccc(-c2noc(CCCC(=O)NC3CCCC3)n2)cc1OC
 : i	-0.24
- CCc1ccc2[nH]c(=O)c(CN(Cc3ccc4c(c3)OCO4)C(=O)c3ccco3)cc2c1
 : i	0.69
- O=C(Nc1cccc(NC(=O)c2cccs2)c1)c1ccc(Br)cc1
 : i	0.96
- Nc1cccc(Nc2nc(OC(C(F)(F)F)C(F)(F)F)nc(OC(C(F)(F)F)C(F)(F)F)n2)c1
 : i	-0.51
- CCCn1nnnc1SCC(=O)NNC(=O)c1ccco1
 : i	-2
- OC[C@H]1O[C@@H](O[C@@H]2[C@@H](CO)O[C@@](O)(CO)[C@H]2O)[C@H](O)[C@@H](O)[C@H]1O
 : i	-1.1
- COc1ccc(NC(=O)C(NC(=O)CC2NC(=O)NC2=O)c2ccccc2)cc1 (stereo not given)
 : i	1.1
- CC(C)(C)C(=O)NCC12C=CC(O1)C1C(=O)N(c3ccccc3)C(=O)C12 (stereo not given)
 : i	-0.06
- CC(=O)c1ccc(N2CCc3ccccc3C2)c([N+](=O)[O-])c1
 : i	-0.02
- CC(=O)NCc1nc2ccccc2n1Cc1ccccc1C
 : i	0.02
- Cc1ccc(Nc2nnc(SCC3CCCCO3)s2)cc1 (stereo not given)
 : i	0.41
- COc1ccc(C(=O)Nc2ccccc2C(=O)NC(C)C)cc1OC
 : i	-0.4
- COc1cccc(N2CCN(CC(=O)Nc3ccc(-n4cnnn4)cc3)CC2)c1
 : i	0.31

Retrieved by structure from the list above, 2 records:
Values in the order: KCNQ2 block	Kir21 inh
- CCCC(=O)Nc1cccc(NC(=O)CN2CCN(c3ccccc3OC)CC2)c1
 : i	-0.15
- Cc1cc2cc(CN(Cc3cccs3)C(=S)NCC3CCCO3)c(=O)[nH]c2cc1C (stereo not given)
 : i	0

Other compounds.
Values in the order: KCNQ2 block	Kir21 inh
- Cc1cccc(-c2cc3nc(C)cc(C)n3n2)c1
 : i	-1.1
- Cc1cc(C(=O)NCCN2CCOCC2)ccc1[N+](=O)[O-]
 : i	0.54
- O=C(CNCc1ccco1)Nc1ccccc1-n1cccc1
 : i	0
- CCc1cc(-c2n[nH]c(C)c2-c2nc3ccccc3s2)c(O)cc1OCC(=O)NN
 : i	0.41
- COCCCn1c(SCC(=O)NC2CCCCC2)nnc1-c1ccco1
 : i	-1.6
- Nc1cccc(C(=O)O)c1
 : i	0.49
- O=C(O)c1cc(-c2cccs2)nn1-c1ccc(F)cc1
 : i	0.02
- COc1ccccc1C(=O)OCC(=O)Nc1ccccc1OC(F)F
 : i	-1.9
- COc1ccccc1C(=O)NCCC(=O)N1CC(=O)Nc2ccccc21
 : i	-0.14
- CCCC(=O)Nc1ccccc1-c1nnc(SC)[nH]c1=O
 : i	-0.94
- Cc1c2cnn(-c3ccccc3)c(=O)c2c(C)n1CCCC(=O)NCCN1CCN(C)CC1
 : i	0.61
- COc1ccc(NC(=S)N2CCN(S(=O)(=O)c3ccccc3)CC2)cc1
 : i	-0.29
- CC1(C)c2[nH]c3ccccc3c2C[C@@H]2C(=O)N(c3cc(F)ccc3F)C(=O)N21
 : i	0.62
- COc1ccc2c(CC(=O)O)cc(=O)oc2c1
 : i	-0.55
- O=C(CN1CCN(c2ccc(O)cc2)CC1)Nc1cc(S(=O)(=O)N2CCOCC2)ccc1Cl
 : i	-0.75
- CS(=O)(=O)N(CC(=O)NCCSCc1ccccc1)c1ccccc1
 : i	-1.1
- CCOC(=O)C1CCc2sc(N)c(C#N)c21 (stereo not given)
 : i	0.05
- CCCn1c(=N)c(C(=O)NCC2CCCO2)cc2c(=O)n3cccc(C)c3nc21 (stereo not given)
 : i	-1.2
- Cc1ccccc1N(CC(=O)NCCSC1CCCCC1)S(=O)(=O)c1ccccc1
 : i	0
- CCOCCCNS(=O)(=O)c1ccc(NC(=O)c2ccccc2)cc1
 : i	-0.43
- C/C(CCC1CC(C)(C)OC1=O)=N\NC(N)=S (stereo not given)
 : i	0.68
- CC(=O)Nc1cccc(NC(=S)Nc2cccc(Cl)c2Cl)c1
 : i	0.23
- N#CC1=C(N)C2=CCCC[C@H]2[C@H](c2cccc(F)c2)C1(C#N)C#N
 : i	-5.4*
- CCOC(=O)N1CCN(CC(O)c2ccccc2)CC1 (stereo not given)
 : i	-1.3
- C/C(=N\NC(=S)NC(C)C)c1cccc([N+](=O)[O-])c1
 : i	-0.27
- O=[N+]([O-])c1ccc(NC(=S)NCCc2ccccc2)cc1
 : i	-0.52
- CCOC(=O)n1c(=O)n(Cc2cccc(F)c2)c2ccccc21
 : i	2
- Clc1ccc(-c2nc3ccccc3nc2-c2ccccc2)cc1
 : i	1
- CCCOc1cccc(CN2CCCCC2c2cccnc2)c1 (stereo not given)
 : i	-0.02
- O=C(CSCc1c(Cl)cccc1Cl)NCc1cccnc1
 : i	-0.05
- Cc1nc2nc(SCC(=O)c3cccc([N+](=O)[O-])c3)[nH]c2cc1Br
 : i	-0.02
- CCc1ccccc1N(C(=O)c1snc(C(N)=O)c1N)C(C(=O)NCC1CCCO1)c1ccc(N(C)C)cc1 (stereo not given)
 : i	-1.5
- CCOC(=O)C1(CC2CCCCO2)CCN(Cc2nc(-c3cccs3)oc2C)CC1 (stereo not given)
 : i	0.42
- CCC(C)N1CC(C(=O)NC2CCCCC2)CC1=O (stereo not given)
 : i	-2.1
- COC(=O)c1cc(S(=O)(=O)NCC2CCN(Cc3ccc(Cl)cc3)CC2)c[nH]1
 : i	-1.6
- c1cnc2ccc(C(c3nnnn3C3CCCC3)N3CCN4CCCC4C3)cc2c1 (stereo not given)
 : i	-0.01
- O=C1c2ccccc2NC(c2ccc(F)cc2)N1Cc1ccccc1 (stereo not given)
 : i	0.12
- CCOC(=O)N1CCN(C(=O)C2CCC(=O)N2C(C)C)CC1 (stereo not given)
 : i	-1.6
- CC(=O)c1ccn(S(=O)(=O)c2ccccc2)c1
 : i	-0.76
- COc1ccc(C(C)=O)cc1COC(=O)c1c(C)noc1C
 : i	-0.62
- CC(=O)Nc1ccc(S(=O)(=O)N/N=C/c2cccnc2)cc1
 : i	2.4
- CC(C)CNc1nc(N)c([N+](=O)[O-])c(NCc2ccccc2)n1
 : i	0.21
- O=C(NCCCN1CCOCC1)c1cc2c(s1)CCCC2
 : i	1.5
- CN(C)S(=O)(=O)c1cccc(C(=O)OCC(=O)NCc2ccc3c(c2)OCO3)c1
 : i	2.8
- COc1cc(C(=O)NC2=C(C#N)CCC2)cc(OC)c1OC
 : i	1.1
- COc1ccc(CCNS(=O)(=O)CCNC(=O)c2ccc(OC)cc2)cc1
 : i	0.09
- CC(C)CCn1cnc2c(c1=O)c1nc3ccccc3nc1n2Cc1ccc2c(c1)OCO2
 : i	1.6
- Cc1ccc(C(=O)Nc2ccc3c(c2)CCC3)cc1S(=O)(=O)N1CCOCC1
 : i	0.06
- COc1cccc([C@H](O)Cn2cc(-c3ccc(CON=C(C)C)cc3)nn2)c1
 : i	-0.45
- CSc1nsc(SC)c1CO
 : i	0.03
- COc1ccc(/C=N/S(=O)(=O)c2ccc(C)cc2)cc1
 : i	-0.04
- CN(c1ccccc1)S(=O)(=O)c1ccc(NC(=O)c2ccccc2)cc1
 : i	-0.78
- Cc1cccc(NS(=O)(=O)c2ccccc2)n1
 : i	-0.8
- Nc1cc(=O)[nH]c(SCC(=O)Nc2cc(Cl)ccc2Cl)n1
 : i	0.25
- CCn1cc(C(=O)NCc2cccc(C(F)(F)F)c2)c(=O)c2ccc(C)nc21
 : i	0.41
- COC(=O)c1ccccc1NCc1cc(=O)oc2cc(O)c(O)cc12
 : i	0.52
- Cc1cc(C)cc(NC(=O)CSc2nncn2-c2ccccn2)c1
 : i	-0.86
- CCN1C(=O)/C(=C2\SC(N3CCCCC3)=NC2=O)c2ccccc21
 : i	-2.1
- O=C(Nc1cccc(Cl)c1)c1ccc(=O)[nH]n1
 : i	1.9
- CS(=O)(=O)Oc1ccc(/C=N/NC(=O)c2ccncc2)cc1
 : i	-0.03
- Cc1[nH]c2ccccc2c1SCC(=O)N1CCCCCC1
 : i	-2
- CC(=O)c1ccc(N/N=C(/C(N)=O)C2=NC(C)(C)Cc3ccccc32)cc1
 : i	-0.53
